Runt-SMMHC FRET: blocks binding of human RUNX1 Runt domain to CBFb-SMMHC. Cerulean-Runt/Venus-CBFb-SMMHC FRET ratio 530/480, 1 h. inhibition, % at 20 µM. hit rate 0.74% among 220,000. AID 1434;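 active = mean inhibition across duplicate retests at 20 µM reaching about 50%, limit read from the data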;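 also: 0% = DMSO wells and 100% = wells with excess untagged CBFb-SMMHC; inhibitors lower the FRET ratio by blocking Runt binding to CBFb-SMMHC; some results filed as inactive read as strong as hits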
RBBP9 inhibitor: inhibitors of human serine hydrolase RBBP9. recombinant RBBP9, FP-Rh probe fluorescence polarization. inhibition, % at 7.94 µM. AID 1515. O75884. hit rate 0.2% among 220,000;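 active = inhibition above the campaign mean of all tested compounds plus 3 SD, cut at about 14% in these data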;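 also: plate controls were DMSO wells with RBBP9 for no effect and wells lacking RBBP9 protein for full effect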
Target sequence (O75884 whole entry, looked up): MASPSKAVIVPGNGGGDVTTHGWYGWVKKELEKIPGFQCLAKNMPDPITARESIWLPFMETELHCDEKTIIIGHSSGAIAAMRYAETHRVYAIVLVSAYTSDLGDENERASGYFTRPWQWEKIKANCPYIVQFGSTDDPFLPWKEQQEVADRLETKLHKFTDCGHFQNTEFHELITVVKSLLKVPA
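Assay system: recombinant human RBBP9; Reagent: Serine-hydrolase probe FP-Rh, 375 nM pre-mixing; Doses: 7.94 µM single dose, 0.794% DMSO; Incubation: 30 min then 45 min, 25 °C; Detection: fluorescence polarization (mP), excitation 525 nm, emission 598 nm; Evaluation: percent inhibition from mP, scaled between DMSO and no-protein wells.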
Runt-CBFb FRET: inhibitors of human RUNX1 Runt domain binding to CBFb; Q01196+Q13951; Cerulean-Runt/Venus-CBFb FRET ratio 530/480, 1 h; inhibition, % at 20 µM; hit rate 0.46% among 220,000; AID 1496;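 active = inhibition over about 50% at 20 µM in the single-dose screen, limit read from the data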;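 also: 0% = DMSO wells and 100% = excess unlabeled CBFb competitor control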
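Buffer or medium: Tris pH 7.5 buffer with BSA. Assay system: Cerulean-labeled Runt domain protein. Amount: each fluorescent fusion protein 100 nM. Read-out basis: loss of energy transfer signal. Incubation: 1 h compound exposure, room temperature. Probe or stimulus: Venus-CBFb binding partner, 100 nM. Detection: FRET, excitation 422 nm, emission at 530 and 480 nm.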
NPY2 pot ag: potentiators or agonists of human neuropeptide Y receptor Y2. cells expressing NPY-Y2, potentiator/agonist read-out. activation, % at 3.6 µM. hit rate 0.45% among 220,000. AID 1359; in the data active = activation above about 27%;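 also: cells stimulated with NPY near EC25 plus isoproterenol at EC100; 0% = vehicle plus submaximal agonist and 100% = vehicle plus saturating agonist; some results beyond the cut were filed as inactive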
Target sequence (P49146 whole entry, looked up): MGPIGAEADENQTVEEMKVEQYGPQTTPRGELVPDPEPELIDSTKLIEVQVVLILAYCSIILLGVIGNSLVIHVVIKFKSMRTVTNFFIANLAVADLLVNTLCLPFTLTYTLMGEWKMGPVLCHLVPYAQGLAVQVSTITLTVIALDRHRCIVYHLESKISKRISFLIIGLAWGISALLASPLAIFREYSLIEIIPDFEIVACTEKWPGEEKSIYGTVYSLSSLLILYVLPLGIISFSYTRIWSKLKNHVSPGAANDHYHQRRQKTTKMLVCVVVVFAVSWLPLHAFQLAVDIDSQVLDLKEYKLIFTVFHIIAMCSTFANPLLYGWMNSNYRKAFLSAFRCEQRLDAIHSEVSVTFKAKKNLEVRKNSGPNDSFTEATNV
NPY-Y1 PAM-ag: human NPY-Y1 potentiation or agonism, primary screen | hit rate 0.37% among 220,000 | NPY-Y1 expressing cells, potentiator/agonist activation | AID 1304 | activation, % at 3.6 µM; in the data active = activation above about 33%, passing the limit was not always enough;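 also: cells stimulated with NPY at EC10 then isoproterenol at EC100; 0% = low agonist plus stimulus and 100% = saturating agonist plus stimulus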
p97 inhibitor: blocks human p97 ATPase activity; recombinant p97 ATPase, Kinase-Glo ATP luminescence, 3 h; inhibition, % at 8 µM; hit rate 0.42% among 220,000; AID 1481; in the data active = inhibition above about 15%;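 also: 0% = DMSO vehicle and 100% = wells lacking enzyme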
Hck-Nef inh: inhibitors of human Hck kinase activated by Nef | P08631 | Recombinant Hck-YEEI plus Nef, Z-Lyte FRET kinase assay | inhibition, % at 20 µM | hit rate 0.68% among 220,000;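 active = Hck-Nef kinase inhibition above about 50%, limit read from the data; inactive = inhibition below that limit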;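 also: 0% = DMSO with Hck plus Nef and 100% = Hck alone without Nef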
Mdm2 ligase inh: Mdm2 E3 ligase (human) inhibition | AID 1230 | Q00987 | hit rate 0.11% among 210,000 | signal enhancement, % at 5 µM | cell-based MDM2 ubiquitination luciferase reporter, 2 h; 0 = plate control, 100 = twice control, blank-subtracted;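 active = signal enhancement of 30% or more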;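 also: luminescence tracks abundance of the self-degrading MDM2-luciferase fusion protein; higher signal means inhibition of MDM2 E3 ligase activity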
Target sequence (Q00987 whole entry, looked up, the tested form may be a part): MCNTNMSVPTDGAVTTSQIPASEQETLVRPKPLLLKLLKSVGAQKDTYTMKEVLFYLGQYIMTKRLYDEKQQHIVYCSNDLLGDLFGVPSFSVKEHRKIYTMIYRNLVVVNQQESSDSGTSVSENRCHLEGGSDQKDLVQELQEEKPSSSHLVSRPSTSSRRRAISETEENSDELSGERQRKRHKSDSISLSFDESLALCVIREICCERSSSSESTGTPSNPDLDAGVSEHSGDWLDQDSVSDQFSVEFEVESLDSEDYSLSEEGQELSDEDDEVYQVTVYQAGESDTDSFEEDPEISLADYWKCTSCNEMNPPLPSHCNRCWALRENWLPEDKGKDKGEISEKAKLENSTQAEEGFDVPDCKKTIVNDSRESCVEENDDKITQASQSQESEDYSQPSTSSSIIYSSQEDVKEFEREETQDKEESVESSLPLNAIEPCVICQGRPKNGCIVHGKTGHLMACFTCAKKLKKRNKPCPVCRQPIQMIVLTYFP
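Test system: mammalian cells stably expressing self-ubiquitinating, self-degrading MDM2 E3–luciferase fusion; Amount: 2000 cells in each well; Medium: DMEM; Schedule: 4 h settle plus 2 h compound, 37 °C; Technique: SteadyLite luciferase luminescence after 15 min room-temperature reagent incubation; Benchmarks: plate control and blank wells.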
NPY Y1 blocker: antagonists of human neuropeptide Y receptor Y1 | P25929 | HEK293-CNG Y1 cells, membrane potential fluorescence; NPY at EC95, then isoproterenol | inhibition, % at 3.6 µM | hit rate 1% among 200,000;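 active = inhibition above the campaign mean inhibition of all tested compounds plus 3 SD, cut at about 20% in these data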;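 also: 0% = DMSO wells given NPY plus isoproterenol and 100% = isoproterenol alone without NPY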
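Test system – HEK293 Y1/CNG channel cell line · Also added – NPY agonist 25 nM, then isoproterenol 1 µM plus Ro 20-1724 25 µM · Compound dosing – one concentration, 3.6 µM, in 0.4% DMSO · Schedule – compound incubation 1 h at room temperature, readout 45 min post-stimulation · Technique – fluorescence, membrane potential probe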
Starred values were filed as active, the others as inactive; / = not tested or not shown.

(1) CC(=O)Nc1ccc(NC(=O)/C=C/c2ccccc2)cc1
(2) Cc1ccc(Cl)c2c1NC(=O)C2(O)CC(=O)c1ccccc1O (centres undefined)
(3) COCCNC(=O)CSc1nc(-c2ccc(OC)c(OC)c2)cc(C(F)(F)F)n1
(4) CC(C)OC(=O)CC(=O)c1sc2nc3c(cc2c1N)CN(C)CC3
(5) COc1ccc(S(=O)(=O)NCc2ccncc2)cc1OC
(6) COC(=O)c1c(NC(=O)C(C)(C)C)sc2c1C(C(=O)OC)CC2 (centres undefined)
compound no.	1	2	3	4	5	6
Runt-SMMHC FRET	2	-5	-2	-62	-2	-4
RBBP9 inhibitor	5	-1	0	-1	8	-2
Runt-CBFb FRET	-1	0	2	7	-2	/
NPY2 pot ag	-5	10	-4	7	1	3
NPY-Y1 PAM-ag	7	10	7	10	1	-13
p97 inhibitor	-1	4	2	6	3	4
Hck-Nef inh	12	1	4	-12	4	-1
Mdm2 ligase inh	5	-3	-16	-15	0	-7
NPY Y1 blocker	-1	3	13	-2	-2	8

(7) O=C(c1ccccc1)c1ccc(N2CCOCC2)c(F)c1
(8) O=C1CN(C(=O)CN2CCCC2)C(c2ccccc2)c2cc(Br)ccc2N1 (centres undefined)
(9) Brc1ccc(Nc2nc3ccccc3n3nnnc23)cc1
(10) Cc1ccc(C2=NOC(=O)/C2=C\c2ccc(C)o2)cc1
(11) O=C(Nc1ccc2c(c1)OCO2)c1cccc(Cl)c1
(12) O=C(NCc1ccc2c(c1)OCO2)C12CN(Cc3ccccc3)CC1C(c1cccc([N+](=O)[O-])c1)=NO2 (centres undefined)
compound no.	7	8	9	10	11	12
Runt-SMMHC FRET	0	-2	13	6	-1	-2
RBBP9 inhibitor	-2	-8	-3	2	-11	-8
Runt-CBFb FRET	-1	1	8	25	-2	3
NPY2 pot ag	-16	20	-12	11	2	4
NPY-Y1 PAM-ag	7	-16	-14	9	-29	14
p97 inhibitor	-7	4	1	8	-4	5
Hck-Nef inh	-2	-1	9	17	1	2
Mdm2 ligase inh	-16	-3	-12	4	-9	17
NPY Y1 blocker	2	2	4	/	4	12

(13) N#Cc1c(NC(=O)c2cnccn2)sc2c1CCCC2
(14) CC(C)OCCCNC(=O)c1ccc(NS(C)(=O)=O)cc1
(15) Cc1ccn2cc(C(=O)Nc3ccc4c(c3)OCCO4)nc2c1
(16) COC(=O)C1=C(N)Oc2cc(C)[nH]c(=O)c2C1c1ccc(Cl)cc1 (centres undefined)
(17) CC(=O)Nc1ccc(Nc2ncnc3c2cnn3-c2cccc(C)c2)cc1
(18) COC(=O)/C=C1\S/C(=N/N=C/c2ccccc2)NC1=O
compound no.	13	14	15	16	17	18
Runt-SMMHC FRET	6	-3	4	0	-4	1
RBBP9 inhibitor	-2	-8	-8	-4	-1	-3
Runt-CBFb FRET	6	-2	-1	1	-4	-1
NPY2 pot ag	5	-4	2	15	20	-1
NPY-Y1 PAM-ag	-27	-1	-3	21	23	-14
p97 inhibitor	5	4	1	0	8	-3
Hck-Nef inh	3	-1	-2	16	1	0
Mdm2 ligase inh	2	-12	-38	-10	-11	-4
NPY Y1 blocker	-3	3	1	/	-3	1

(19) C#CCOCCOCCOCCNc1nc(N2CCN(C(=O)[C@H](C(C)C)n3cc(CCO)nn3)CC2)nc(N2CCN(C(=O)[C@H](C(C)C)n3cc(CCO)nn3)CC2)n1
(20) Cc1cc(-c2ccccc2)[nH]c(=O)c1C#N
(21) CCN1/C(=C2\SC(=S)N(Cc3ccccc3)C2=O)Sc2ccccc21
(22) CCOC(=O)C1CCN(c2c(NCCN(CC)c3ccccc3)c(=O)c2=O)CC1
(23) Cn1c(SCC(=O)N2CCCC2)nc2ccccc2c1=O
(24) CCCC(C(=O)NCc1ccco1)N(C(=O)CNS(=O)(=O)c1ccccc1)C1CCCC1 (centres undefined)
compound no.	19	20	21	22	23	24
Runt-SMMHC FRET	0	0	-27	0	0	-2
RBBP9 inhibitor	-4	-1	6	3	1	6
Runt-CBFb FRET	0	-1	-153	0	-2	1
NPY2 pot ag	4	4	-1	-11	11	8
NPY-Y1 PAM-ag	-11	0	-13	13	-26	0
p97 inhibitor	4	-1	4	4	7	0
Hck-Nef inh	-4	22	3	12	1	1
Mdm2 ligase inh	/	-15	2	-6	-38	-4
NPY Y1 blocker	-5	-1	1	/	-2	5

(25) COc1cccc(C2/C(=C(\O)c3ccc(OC)c(OC)c3)C(=O)C(=O)N2c2cc(C)on2)c1 (centres undefined)
(26) COc1cc(NS(=O)(=O)c2ccc(N/C=C\C(=O)c3ccc(F)cc3)cc2)nc(OC)n1
(27) CCOC(=O)c1nnn(-c2nonc2N)c1-c1ccc(F)cc1
(28) Cc1cc(Nc2cc(Cl)cc(Cl)c2)nc(N)n1
(29) Cc1ccc(-c2csc3ncnc(-n4nnc5ccccc54)c23)cc1
(30) NC(=O)CSc1nnc(CNc2ccc(F)cc2)n1CC1CCCO1 (centres undefined)
compound no.	25	26	27	28	29	30
Runt-SMMHC FRET	-1	72*	4	-6	-3	-6
RBBP9 inhibitor	3	-9	-10	-8	2	-8
Runt-CBFb FRET	0	29	1	-1	-2	0
NPY2 pot ag	-2	1	4	-18	-24	7
NPY-Y1 PAM-ag	4	10	15	-16	-27	-26
p97 inhibitor	3	4	6	8	2	7
Hck-Nef inh	3	22	-4	1	3	1
Mdm2 ligase inh	0	-6	0	-8	-15	-8
NPY Y1 blocker	0	8	4	/	9	-5

(31) CCOC(=O)C1(Cc2ccc(OC)cc2)CCN(C(=O)CC2CCC(=O)N2)CC1 (centres undefined)
(32) Cc1nc2ncnn2c(C)c1C/C=C/c1ccccc1
(33) COc1ccc(C(=O)/C=C2\Sc3ccccc3N2C)cc1
(34) Cc1ccc(S(=O)(=O)NCc2ccc(C(=O)NCCN(Cc3ccccc3)C(C)C)cc2)cc1
(35) Cc1ccccc1NC(=O)CCC(=O)OCCCC(F)(F)C(F)(F)F
(36) O=C(CSc1ncnc2c1oc1ccccc12)Nc1ccc2c(c1)OCCO2
compound no.	31	32	33	34	35	36
Runt-SMMHC FRET	-6	0	56*	-4	0	/
RBBP9 inhibitor	-3	-7	-7	-7	-7	-2
Runt-CBFb FRET	-2	-2	31	6	-3	/
NPY2 pot ag	25	2	-13	-1	6	9
NPY-Y1 PAM-ag	9	14	-10	-2	0	-42
p97 inhibitor	4	4	-6	4	-3	1
Hck-Nef inh	2	5	31	17	0	7
Mdm2 ligase inh	-5	11	-28	-28	-21	/
NPY Y1 blocker	8	7	5	1	-1	0

(37) COc1cc(/C=C/C(=O)OCC(=O)N2CCc3ccccc3C2)ccc1O
(38) CCOc1ccc(NC(=O)CN(C)CC(=O)NC(C)c2ccccc2)cc1OCC (centres undefined)
(39) O=C(O)c1ccc(S(=O)(=O)N(Cc2cccs2)CC2CCCO2)cc1 (centres undefined)
(40) Cc1cc(C)n2nc(C(=O)N/N=C/c3c4ccccc4cc4ccccc34)nc2n1
(41) O=[N+]([O-])c1ccc(N/N=C2/CCCCC2c2ccccn2)cc1 (centres undefined)
(42) CC(C)C(C(=O)Nc1nccs1)N1C(=O)c2ccccc2C1=O (centres undefined)
compound no.	37	38	39	40	41	42
Runt-SMMHC FRET	7	3	-1	-1	-1	1
RBBP9 inhibitor	-6	5	-14	-7	-6	-9
Runt-CBFb FRET	-72	0	-1	-5	0	0
NPY2 pot ag	4	-4	-9	-9	-16	-1
NPY-Y1 PAM-ag	-30	0	-5	1	1	5
p97 inhibitor	4	7	-2	7	-2	6
Hck-Nef inh	4	12	-4	-1	7	21
Mdm2 ligase inh	-3	-15	-21	-17	-22	6
NPY Y1 blocker	-1	2	/	4	0	4

(43) COc1ccc(/C=C/C(=O)c2ccccc2)cc1COc1ccc(F)cc1
(44) CCn1ncc(Br)c1C(=O)Nc1ccc(F)cc1F
(45) COc1ccc2c(C)cc(N3CCOCC3)nc2c1
(46) CCCCN(C(=O)NC(=O)Nc1ccc(C)cn1)S(C)(=O)=O
(47) CC1(C)CC(=O)C=C(NCCN2CCNCC2)C1
(48) COC(=O)[C@@H]1C[C@@]2(O)[C@H](O)[C@H](O)[C@H](O)C[C@H]2N1Cc1ccccc1OS(=O)(=O)c1ccc(C)cc1
compound no.	43	44	45	46	47	48
Runt-SMMHC FRET	7	0	0	1	0	1
RBBP9 inhibitor	-17	0	-4	8	-6	/
Runt-CBFb FRET	/	-1	-1	1	0	2
NPY2 pot ag	-14	4	4	6	7	/
NPY-Y1 PAM-ag	-30	2	1	-8	-11	/
p97 inhibitor	-6	-1	5	3	4	/
Hck-Nef inh	-1	0	2	4	3	21
Mdm2 ligase inh	-8	-16	-2	-8	-9	11
NPY Y1 blocker	5	2	-1	0	3	/

(49) CN(C)/C=C/C(=O)c1ccc(Cl)s1
(50) O=C(NCCCN1CCCC1)c1cc(Sc2ccc(F)cc2)nc2ccccc12
(51) CC(=O)Nc1ccc(NC(=O)C/C(C)=N/NC(=O)C(=O)N2CCCC2)cc1
(52) CC1(C)Cc2cccc(C(=O)Nc3ccc(Cl)cc3)c2O1
(53) O=[N+]([O-])c1c(NCCCO)cc(N2CCN(Cc3ccc4c(c3)OCO4)CC2)c2nonc12
(54) CC(C)NC(=O)c1ccc(C(C)C)cc1
(55) N#Cc1c(NC(=O)C2CC(Cl)=CCC2C(=O)O)sc2c1CCCC2 (centres undefined)
compound no.	49	50	51	52	53	54	55
Runt-SMMHC FRET	1	-1	-3	-2	-15	0	-4
RBBP9 inhibitor	-2	-1	-8	3	-6	-1	3
Runt-CBFb FRET	2	0	-1	-2	-7	-1	2
NPY2 pot ag	3	-10	-26	-27	-3	6	-12
NPY-Y1 PAM-ag	-4	-10	-29	-11	-26	14	5
p97 inhibitor	4	0	-2	-4	1	2	4
Hck-Nef inh	2	-3	-1	17	0	27	18
Mdm2 ligase inh	-8	-7	-26	-14	-37	/	-6
NPY Y1 blocker	7	1	-1	/	1	/	7

Screening results from PubChem.
